CAL PDZ FP-1: inhibitors of human CAL PDZ peptide binding; Q9HD26; purified CAL PDZ, TMR-peptide fluorescence polarization, 1 h; inhibition, % at 20 µM; actives 0.02% (n = 330,000); AID 504414;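 active means highest replicate inhibition of at least 40%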;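 further: plate controls were DMSO neutral control wells for no effect and unlabeled competitor peptide control wells for full effect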
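Assay system – tagged CAL PDZ protein CerCALP, purified · Timing – 1 h at RT · Compound – single point, 20 µM · Measured by – fluorescence polarization from S- and P-plane intensities, G-factor corrected · Evaluation – inhibition from polarization loss · Probe or stimulus – TMR reporter peptide T*-PRC34 · Buffer or medium – pH 7.4 phosphate-saline buffer, reducing agent, detergent, IgG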
PfHsp90 set2: growth inhibition of yeast expressing Plasmodium Hsp90. AID 504621. inhibition, % at 9.4 µM. actives 0.32% (n = 310,000). S. cerevisiae expressing PfHsp90, BacTiter-Glo ATP, 48 h; yeast lacking PDR1 and PDR3 efflux regulators;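 active means every replicate shows inhibition above about 80%, whatever the replicate mean, limit read from the data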;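 further: 0% = DMSO neutral controls and 100% = 20 µM radicicol positive controls; yeast relying on Plasmodium falciparum Hsp90 in place of its own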
PvdQ inh: blocks Pseudomonas aeruginosa PvdQ acylase activity; actives 0.063% (n = 340,000); purified PvdQ acylase, fluorescence plate reader; inhibition, % at 10 µM; in the data active means inhibition above about 30%, passing the limit was not always enough;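 further: 0% = vehicle neutral wells and 100% = reference inhibitor wells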
dFosB act: activators of mouse delta FosB homodimer; P13346; purified delta FosB, TAMRA-CDK5 oligo fluorescence polarization; percent of positive-control signal above neutral wells; activation, % at 25 µM; actives 0.99% (n = 340,000);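 active means mean activation above about 17%, with every replicate also reaching it, limit read from the data, passing the limit was not always enough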;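 further: fluorescence polarization rise as delta FosB binds a TAMRA Cdk5 AP-1 oligo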
Target sequence (P13346 whole entry, looked up): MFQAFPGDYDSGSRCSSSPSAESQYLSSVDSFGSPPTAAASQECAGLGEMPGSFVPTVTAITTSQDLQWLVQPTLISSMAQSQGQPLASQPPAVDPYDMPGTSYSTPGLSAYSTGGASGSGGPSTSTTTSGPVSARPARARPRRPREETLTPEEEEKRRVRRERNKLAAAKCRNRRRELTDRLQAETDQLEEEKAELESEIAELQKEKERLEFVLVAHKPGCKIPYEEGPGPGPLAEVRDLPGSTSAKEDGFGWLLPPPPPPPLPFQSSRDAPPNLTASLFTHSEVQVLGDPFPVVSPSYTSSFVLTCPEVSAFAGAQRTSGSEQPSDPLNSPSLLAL
SR-BI DiI-HDL act: activators of SR-BI mediated HDL lipid uptake | CHO ldlA[mSR-BI] cells, DiI-HDL uptake fluorescence, 3 h; 100 = double the neutral-control signal | activation, % at 12.5 µM | actives 0.096% (n = 320,000) | AID 504775;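 active means mean replicate activation of at least 60% and every replicate at or above 60%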;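 further: 0% = median plate neutral-control signal and 100% = twice that signal; values of inactives mirror those of a sister screen read the other way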
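material = CHO ldlA[mSR-BI] cells | medium = Ham's F12 with 0.5% BSA, HEPES 25 mM, pH 7.4 | reagent = fluorescent DiI-HDL, 10 µg/mL final | compound dosing = single-point compound dose | incubation = 3 h, 37 °C | measured by = bottom-read fluorescence, 550/595 nm | measure = HDL uptake via cellular fluorescence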
CAL PDZ FP-2: CAL PDZ (human) peptide binding inhibition | AID 602252 | Q9HD26 | purified CAL PDZ, TMR-peptide fluorescence polarization, 1 h | actives 0.92% (n = 300,000) | inhibition, % at 24.9 µM;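 active means mean inhibition of at least 30% with at least half of replicates also reaching 30%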;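 further: 0% = DMSO neutral control and 100% = excess unlabeled competitor peptide PRC23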
SR-BI DiI inh: blocks mouse SR-BI lipid uptake from DiI-HDL; actives 0.96% (n = 320,000); Q61009; inhibition, % at 12.5 µM; ldlA[mSR-BI] CHO cells, DiI-HDL uptake fluorescence, 3 h; AID 488896;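 active means mean replicate inhibition of at least 70% and a set share of replicates each scoring 70 or more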;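 further: 0% = median of neutral control wells and 100% = median of positive control wells; values of inactives mirror those of a sister screen read the other way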
Rtt109 Vps75: blocks Candida albicans Rtt109/Vps75 acetyltransferase activity; inhibition, % at 34.9 µM; Q5AAJ8; actives 0.16% (n = 330,000); AID 540336; purified Rtt109/Vps75, ThioGlo CoA-SH fluorescence, 4 h;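 active means inhibition of at least 50% in every replicate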
Target sequence (Q5AAJ8 whole entry, looked up): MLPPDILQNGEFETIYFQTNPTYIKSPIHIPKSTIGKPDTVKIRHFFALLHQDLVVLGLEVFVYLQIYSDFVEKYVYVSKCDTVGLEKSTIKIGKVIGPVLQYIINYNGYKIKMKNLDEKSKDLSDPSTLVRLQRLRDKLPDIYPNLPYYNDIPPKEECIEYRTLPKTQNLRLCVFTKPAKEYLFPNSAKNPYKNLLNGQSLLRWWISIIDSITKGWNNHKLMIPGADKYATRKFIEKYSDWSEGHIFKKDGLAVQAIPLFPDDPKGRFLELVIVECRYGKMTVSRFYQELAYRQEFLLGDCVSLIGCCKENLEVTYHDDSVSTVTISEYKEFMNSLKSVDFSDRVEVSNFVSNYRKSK
MITF act: increases MITF-driven TRPM1 promoter luciferase signal; SK-MEL-5 TRPM1-promoter luciferase, 24 h; % of positive control, neutral wells = 0; activation, % at 12.5 µM; actives 0.75% (n = 300,000);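 active means mean activation of at least 80% with every replicate also reaching 80%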;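 further: 0% = neutral control wells and 100% = parthenolide positive control wells; values of inactives mirror those of a sister screen read the other way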
NSD2 HMT inh: blocks human histone methyltransferase NSD2 | O96028 | NSD2 peptide methylation, AlphaScreen, 120 min | inhibition, % at 12.5 µM | actives 0.54% (n = 310,000) | AID 743445; in the data active means inhibition above about 50%
Starred values were filed as active, the others as inactive; x = no result given. Not a hit list; overall some 4.3% were active at least once.

SMILES | CAL PDZ FP-1 | PfHsp90 set2 | PvdQ inh | dFosB act | SR-BI DiI-HDL act | CAL PDZ FP-2 | SR-BI DiI inh | Rtt109 Vps75 | MITF act | NSD2 HMT inh
CC(CN1C(C)CCCC1C)OC(=O)c1ccccc1F (configuration not stated) | -0.4 | -7 | 0 | 2 | -12 | -2 | 12 | 9 | 2 | 16
Cn1c2ccccc2c(=O)c2c(=O)n(-c3ccccc3)c(-c3ccc(C(C)(C)C)cc3)nc21 | -19 | -24 | -5 | -8 | 14 | -11 | -14 | 2 | 4 | 0
CCOC(=O)CSc1nc2ccc(C)cc2[nH]1 | 0.4 | 7 | 2 | 5 | 8 | 0 | -8 | 4 | 18 | 25
CCn1c(=O)n(CC)c2cc(N3CCCC3)c(NC(=O)c3cccc(OC)c3)cc21 | -1.6 | 13 | -12 | -3 | -3 | -3 | 3 | -7 | -7 | 9
Cc1ccc(C(=O)NC2CCN(CC(=O)Nc3c(C)cc(C)cc3C)CC2)cc1 | -1.0 | -1 | -11 | -14 | x | x | x | 5 | x | 1
CN(c1ccccc1)S(=O)(=O)c1ccc(C(=O)Nc2nnc(C3CC3)o2)cc1 | -2.5 | -3 | 2 | -9 | 14 | -7 | -14 | -5 | 19 | -2
Cc1ccc(NC(=O)CSc2nc3ccccc3nc2N2CCOCC2)cc1 | -0.7 | -24 | -7 | -7 | -16 | x | 16 | 10 | 1 | x
CCOC(=O)c1cc(C(C)(C)C)nc(SC)c1C#N | -0.7 | -15 | -10 | -9 | 0 | -6 | 0 | -4 | x | -2
Cc1cc(=O)oc2c3c(cc(OCC(=O)N[C@@H](C)C(=O)O)c12)OC(C)(C)CC3 | -0.5 | -1 | 1 | -4 | -8 | -1 | 8 | 10 | -10 | -2
CCOc1ccc(NS(=O)(=O)c2ccc(N)cc2)cc1 | -0.7 | -9 | 3 | -2 | -4 | -2 | 4 | 6 | -11 | x
CC1Sc2ccc(S(=O)(=O)N(C)Cc3ccccc3)cc2NC1=O (configuration not stated) | -0.4 | -19 | -3 | -14 | 3 | 4 | -3 | 7 | -2 | -3
COc1cc2[nH]c3c(N4CCN(c5ccc(Cl)cc5)CC4)ncnc3c2cc1OC | -1.8 | 28 | -5 | 5 | -53 | -3 | 53 | -12 | -4 | -1
Cc1ccccc1NC(=O)c1ccc(OCc2c(C)noc2C)cc1 | -0.7 | -18 | -19 | 1 | -43 | -2 | 43 | 4 | 11 | 0
CC(=O)N1CCN(C(=O)C2(NC(=O)Nc3ccc(C)cc3)CCCCC2)CC1 | -0.9 | -6 | -8 | 5 | 20 | 48* | -20 | -6 | 13 | -2
C=CCN1CCC(=O)C(C(=O)OCC)=C1C(=O)OCC | -1.1 | -2 | -1 | 3 | -4 | -1 | 4 | 1 | 3 | x
C=CCN1C=C(C(C)=O)C(=O)CC1 | -0.4 | 6 | -13 | 8 | 10 | 3 | -10 | 6 | 9 | x
O=C(O)CC12CC3CC(C1)CC(n1ncc(NCc4ccc(F)cc4)c(Cl)c1=O)(C3)C2 | 0.1 | -11 | -3 | -7 | 2 | -1 | -2 | 5 | 3 | -1
Cc1ccc(-c2noc(C3CCCN(C(=O)c4cccc(F)c4)C3)n2)cc1 (configuration not stated) | -0.5 | -26 | -9 | -10 | -1 | -3 | 1 | -10 | 1 | -5
C=CCn1c(SCC(=O)c2c(N)n(C)c(=O)n(C)c2=O)nnc1-c1ccoc1C | -1.0 | 35 | 0 | -4 | 14 | 2 | -14 | -10 | 3 | 1
CC(C)CC(=O)Nc1cccc(-c2nc3ncccc3o2)c1 | -0.9 | 1 | 0 | -24 | 0 | -2 | 0 | -3 | 19 | -2
COc1cc(OC)cc(C(=O)Nc2ccc(N3CCN(C(=O)c4cccs4)CC3)cc2)c1 | -0.4 | -3 | -9 | -7 | -57 | -5 | 58 | -9 | -11 | 2
COCc1cc(C)nc2sc3c(=O)n(-c4cccc5ccccc45)nnc3c12 | -1.7 | x | 2 | -3 | -20 | 1 | 20 | -7 | x | x
CC(C)C(NS(=O)(=O)c1cccc2nsnc12)C(=O)NC1CCCCC1 (configuration not stated) | -0.3 | -4 | 2 | 4 | -5 | 4 | 5 | -6 | -1 | -2
CCOc1cc(/C=N/NC(=O)C(=O)NCc2ccc3c(c2)OCO3)ccc1OCC(=O)N1CCOCC1 | -2.1 | -9 | -13 | 20* | -6 | 3 | 6 | -1 | -3 | 0
CCOc1c2ccc(C(=O)NCc3ccc(OC(F)(F)F)cc3)cc2nn1C | -1.7 | 12 | -16 | -2 | -3 | -4 | 3 | 5 | 9 | x
Cc1cc(Cl)ccc1OCC(=O)Nc1ccccc1CO | -1.8 | -7 | -2 | -2 | -16 | -2 | 16 | 7 | 37 | -5
C=CCSC1=C(C#N)C(c2ccc(C(C)C)cc2)CC(=O)N1 (configuration not stated) | -0.3 | -15 | -12 | -4 | 14 | x | -14 | -19 | 5 | x
CCOc1cc2[nH]c(=O)n(CCCCC(=O)NC3CCCCCC3)c(=O)c2cc1OCC | -1.8 | x | 8 | 3 | -9 | -4 | 9 | -1 | x | -5
O=C(O)C1Cc2ccccc2CN1S(=O)(=O)c1ccc(Cl)cc1 (configuration not stated) | -0.1 | 8 | 4 | 1 | 19 | -2 | -19 | 6 | 4 | -1
Cn1c(=O)oc2cc(S(=O)(=O)CCC(=O)N3CCN(c4ccccc4F)CC3)ccc21 | 0.1 | 16 | 4 | -8 | 17 | 5 | -17 | 1 | 3 | 1
CCN(CC)C(=O)Cn1c(=O)n(Cc2ccc(F)cc2)c(=O)c2sccc21 | 3.5 | 4 | -5 | 2 | -1 | -3 | 1 | 0 | x | 0
CCCCCCn1c(CN2CCCCC2)nc2c1c(=O)n(C)c(=O)n2C | -8.4 | -18 | -7 | -6 | 30 | -3 | -30 | -1 | 0 | x
O=C(N/N=C/c1ccc2c(c1)OCO2)c1cccnc1 | -1.5 | 7 | 5 | 4 | x | 0 | x | 10 | 22 | -3
CCOC(=O)N1CCC(N2C(=O)c3ccc(C(=O)Nc4ccc(OC)c(OC)c4)cc3C2=O)CC1 | -2.2 | -18 | -16 | -17 | -66 | 1 | 66 | -1 | 4 | -2
CCCCOCCCNC(=O)COc1ccccc1 | -2.6 | -12 | -11 | -3 | 14 | -1 | -14 | 2 | -1 | -4
Cc1cccn2c(=O)c3cc(C(=O)NC4CCCCC4)c(=N)n(Cc4ccccc4)c3nc12 | -1.0 | -1 | -7 | 43* | 8 | 0 | -8 | -19 | -22 | -8
CCOC(=O)C1CCN(c2c(Nc3ccc(C)c(C)c3)c(=O)c2=O)CC1 | -0.1 | 5 | -3 | -11 | -2 | -6 | 2 | 8 | 3 | 0
COc1ccc(O)c(CN2CCN(CCCc3ccccc3)C(CCO)C2)c1 (configuration not stated) | -1.2 | 19 | -20 | -10 | -11 | 11 | 11 | 14 | x | 5
Cc1cc[n+](CC(=O)c2cccc([N+](=O)[O-])c2)c2ccccc12 | -3.6 | 18 | -11 | -3 | 4 | -6 | -4 | 1 | x | 1
Cc1cccc(C(=O)NCC(=O)OC(C)C(=O)Nc2ccc(Cl)cn2)c1 (configuration not stated) | -1.4 | -8 | -13 | -8 | 30 | -2 | -30 | -1 | -11 | -3
COC(=O)c1c(C)[nH]c(C(=O)C(C)OC(=O)c2cc(C)oc2C)c1C (configuration not stated) | 0.8 | 23 | -3 | 0 | -14 | -5 | 14 | 6 | -5 | 0
CC(C)C(OC(=O)C1=Cc2ccccc2OC1)C(=O)NC1CCCC1 (configuration not stated) | -1.3 | -17 | -14 | 1 | 5 | -4 | -5 | -6 | -7 | 1
COC(=O)c1[nH]c(C)c(/C(O)=C2\C(=O)C(=O)N(CCN(C)C)C2c2cc(OC)ccc2OC)c1C (configuration not stated) | -0.9 | -15 | -8 | -8 | -8 | -1 | 8 | -4 | 5 | -2
CCOC(=O)c1nn(-c2ccc(C)cc2)cc1C(=O)c1ccccc1 | -1.4 | 2 | 13 | 3 | -13 | 2 | 13 | 1 | x | -2
COC(=O)c1ccc(COc2ccc(/C=N/Nc3nc(C)cc(=O)[nH]3)cc2)cc1 | -2.8 | -22 | -4 | -18 | x | 1 | x | -5 | -7 | 1
CCn1c(CSc2n[nH]c(N)n2)nc2cc(C(=O)O)ccc21 | 0.5 | -14 | -8 | -70 | -4 | 1 | 4 | 1 | -4 | 4
CSc1nc2ccccc2n1CC(=O)Nc1c(C)cccc1C | -1.2 | 5 | -10 | -9 | x | -2 | -40 | 2 | -3 | -6
COC(=O)C1C2C=CC3(CN(CC4CCCO4)C(=O)C13)O2 (configuration not stated) | -2.1 | 14 | -12 | -10 | 5 | 5 | -5 | -2 | -2 | -1
S=C(NCCN1CCOCC1)Nc1ccc(Cl)cc1 | -0.1 | 4 | -13 | -8 | 12 | -5 | -12 | -2 | 9 | -1
Cc1ccccc1N1CCN(Cc2c[nH]c3ccccc23)CC1 | -1.8 | 16 | -15 | -1 | -15 | 0 | 15 | 8 | -22 | 12
C[C@H](CO)N1C[C@H](C)[C@@H](CN(C)C(=O)Nc2ccc(C(F)(F)F)cc2)Oc2c(NC(=O)CCC(F)(F)F)cccc2C1=O | -0.9 | -18 | -9 | -12 | -76 | -1 | 76* | 3 | -3 | x
COc1cc(C(=S)N2CCOCC2)ccc1OC(=O)c1ccccc1 | -0.4 | -22 | -11 | -7 | 3 | 1 | -3 | 2 | x | 1
Cc1cc(C)nc(Sc2c(F)c(F)c(C(F)(F)F)c(F)c2F)n1 | -0.9 | -5 | 1 | 2 | -51 | -3 | 51 | -11 | x | -1
CCOC(=O)c1ccc2c(c1)C1C=CCC1C(C(=O)OCC)N2 (configuration not stated) | 0.0 | -8 | -9 | -20 | -21 | x | 21 | 1 | x | 3
Cc1cc2nc3n(c2cc1C)CC1CC(C(=O)NCCc2cccs2)N(C)C31 (configuration not stated) | -0.1 | -2 | 3 | 7 | 6 | 11 | -6 | 10 | 1 | x
O=C(O)C1C2CCC(CC2)C1C(=O)N1CCN(Cc2ccc(F)cc2)CC1 (configuration not stated) | -0.4 | -5 | 0 | 0 | 7 | -4 | -7 | -12 | x | 3
COc1ccc(NC(=O)Nc2ccccc2C(N)=O)cc1OC | x | x | -8 | -9 | -2 | 0 | 2 | 1 | -8 | 0

Some of these compounds in order of the MITF act value, lowest first:
structure | CAL PDZ FP-1 | PvdQ inh | dFosB act | SR-BI DiI-HDL act | CAL PDZ FP-2 | SR-BI DiI inh | Rtt109 Vps75 | MITF act | NSD2 HMT inh
COC(=O)c1ccc(COc2ccc(/C=N/Nc3nc(C)cc(=O)[nH]3)cc2)cc1 | -2.8 | -4 | -18 | x | 1 | x | -5 | -7 | 1
Cc1ccc(NC(=O)CSc2nc3ccccc3nc2N2CCOCC2)cc1 | -0.7 | -7 | -7 | -16 | x | 16 | 10 | 1 | x
C=CCN1C=C(C(C)=O)C(=O)CC1 | -0.4 | -13 | 8 | 10 | 3 | -10 | 6 | 9 | x

Bioassay records deposited in PubChem BioAssay by Broad Institute.
